Screens: PubChem, National Center for Advancing Translational Sciences (NCATS)
CXXC DNA block – inhibitors of human MLL CXXC domain-DNA interaction. Potency, µM (highest dose often 115 µM), for the others: at the top dose activity change, negative = inhibition, usual class: inhibitors. Q03164. MLL-CXXC / FITC-HOXA9 DNA fluorescence polarization. 0.037% of 290,000 active; active = well fitted inhibition curve with a large enough effect in the polarisation, with a control signal flat, not every such curve was filed as active; inconclusive = small, poorly fitted or top-dose-only effect, or effect the other way, or a change in a side signal; inactive = no such curve, though single readings can be large or run the other way; the % refers to the polarisation
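Fluorescence polarization: 7 uM MLL-CXXC (stock) preincubated 5 min with compounds, then 50 nM fluorescein-HOX-A9 DNA (stock) added; 30 min ambient. Buffer 50 mM Tris-HCl pH 7.5, 50 mM NaCl, 1 mM DTT, 0.05% BSA.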
p53 reactivation – mutant p53 re-activation in reporter cells; H1299 p53-A138V BP100-luciferase reporter, luminescence, 24 h; Potency, µM (highest dose often 92.2 µM), without a hit: at the top dose activity change, positive = activation, usual class: activators; 0.063% of 320,000 active; also: % of control where 0% means no effect; nearly all actives have a fitted effect of over 45% in size
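H1299 (p53-null), stable ts p53-A138V + BP100-Luc; 1000 cells/well, Opti-MEM/10% FBS; cpd 4 pt, 1:5; 24 h, 37 deg C, 5% CO2; detection reagent 10 min RT; luminescence.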
VP16 counter – Gal4-VP16 reporter inhibition counter-screen; 3.5% of 310,000 active; Drosophila S2 Gal4-VP16 UAS-luciferase, luminescence, 20 h; AID 2546; Potency, µM (doses to about 53.6 µM), for the others: top-dose activity, negative = inhibition, usual class: inhibitors;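 also: Gal4-VP16 expression switched on by copper sulfate through the metallothionein promoter; % is scaled to controls: 0 for no effect and ±100 for the full control effect; nearly all actives have a fitted effect of over 50% in size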
uPA surface inh – inhibitors of cell surface uPA generation | Potency, µM (series often up to 38.3 µM), inactives show at the highest dose activity change, negative = inhibition, usual class: inhibitors | AID 540303 | 0.31% of 330,000 active | cell surface uPA generation assay, qHTS; active = well fitted inhibition curve with a large enough effect; inconclusive = small, poorly fitted or top-dose-only effect; inactive = no such curve, though single readings can be large or run the other way; tested in mouse RAW 264.7 cells; also: % is scaled to controls: 0 for no effect and ±100 for the full control effect; nearly all actives have a fitted effect of over 55% in size
RORgamma inh – ROR gamma (mouse) transcription inhibition | 5.4% of 310,000 active | Drosophila S2 Gal4-RORgamma UAS-luciferase reporter, 20 h | Potency, µM (top dose mostly 53.6 µM), for inactives: at the highest dose activity change, negative = inhibition, most hits filed as inhibitors | P51450; also: % is scaled to controls: 0 for no effect and ±100 for the full control effect; nearly all actives have a fitted effect of over 60% in size
Target sequence (P51450 whole entry, looked up, the tested form may be a part): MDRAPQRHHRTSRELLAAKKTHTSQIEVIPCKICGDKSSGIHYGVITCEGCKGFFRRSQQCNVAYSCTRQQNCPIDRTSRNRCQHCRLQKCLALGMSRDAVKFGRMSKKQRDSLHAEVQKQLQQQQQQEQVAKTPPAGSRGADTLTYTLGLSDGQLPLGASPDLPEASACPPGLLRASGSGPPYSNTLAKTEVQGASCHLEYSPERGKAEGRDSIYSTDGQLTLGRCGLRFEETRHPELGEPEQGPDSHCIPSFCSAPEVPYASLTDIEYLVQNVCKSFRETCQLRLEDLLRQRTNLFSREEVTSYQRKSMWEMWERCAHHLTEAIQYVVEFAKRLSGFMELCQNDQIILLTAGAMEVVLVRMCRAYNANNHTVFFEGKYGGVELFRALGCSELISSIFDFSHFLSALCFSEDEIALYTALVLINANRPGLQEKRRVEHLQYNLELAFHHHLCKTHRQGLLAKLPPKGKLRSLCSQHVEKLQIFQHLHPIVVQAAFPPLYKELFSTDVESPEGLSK
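Drosophila S2 cells stably expressing Gal4-DBD/mouse RORγ fusion under metallothionein promoter plus UAS-luciferase; compound 1 h, then 700 uM CuSO4 induction for 20 h at ambient temperature; inhibition read as reduced luminescence.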
ELG1 genotoxic – inducers of genotoxicity in HEK293T ELG1-luciferase cells | 1.3% of 330,000 active | HEK293T ELG1-luciferase reporter, luminescence, 16 h | Potency, µM (top dose mostly 46 µM), without a hit: at the highest dose activity change, positive = activation, most hits filed as activators; also: % of control where 0% means no effect; nearly all actives have a fitted effect of over 60% in size
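Luminescence read-out: rising ELG1-luciferase signal, reflecting elevated ELG1 protein under genetic stress, flags genotoxic compounds. Cells were treated for 16 hr at 37 °C before ONE-Glo detection.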
BRCA1 expr act – activators of BRCA1 expression | 1.1% of 380,000 active | AID 624202 | Potency, µM (top dose mostly 46.1 µM), for inactives: at the highest dose activation, most hits filed as activators | MCF7-BRCA1-FFLuc reporter, luminescence, 48 h; response scale: scaled: vehicle 0%, 10 µM genistein 100%; also: nearly all actives have a fitted effect of over 80% in size; some results filed as inactive show a strong effect at the top dose
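Cells: MCF7-BRCA1-FFLuc, 2000/well. Exposure: 48 h, 37 °C, 5% CO2. Read: luminescence, 15 min post-substrate. Controls: genistein 10 microM (maximal activation), DMSO (neutral).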
NPC1 prom act – activators of NPC1 promoter; 2.4% of 320,000 active; AID 485313; Potency, µM (highest dose often 9.22 µM), for inactives: at the top dose activation, hits mostly activators; Huh7 NPC1 promoter luciferase reporter, 24 h;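 also: % of control where 0% means no effect; nearly all actives have a fitted effect of over 60% in size; reporter is driven by a mutant NPC1 promoter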
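Cells: Huh7 expressing luciferase under the NPC1 promoter, 1500/well. Seeded 2 h, compound added, incubated 24 h at 37 °C. Luciferase reagent, 10 min ambient, then luminescence.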
MBNL1-CUG inh – blocks human MBNL1 binding to CUG repeat RNA. 0.036% of 280,000 active. TR-FRET MBNL1-His/biotin-(CUG)12 binding, 665/545 ratio. Potency, µM (titrated, usually from 57.5 µM), for the others: at the top dose activity change, negative = inhibition, hits mostly inhibitors. AID 2675. Q9NR56; active = well fitted inhibition curve with a large enough effect in the signal ratio, with a control signal flat, not every such curve was filed as active; inconclusive = small, poorly fitted or top-dose-only effect, or effect the other way, or a change in a side signal; inactive = no such curve, though single readings can be large or run the other way; the % refers to the signal ratio; also: % is scaled to controls: 0 for no effect and ±100 for the full control effect
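TR-FRET between His-tagged MBNL1 and biotin-(CUG)12 RNA, detected with Tb anti-His antibody (0.055 ng/ul) and streptavidin-XL665 (5 nM), 60 min at room temperature. Compounds titrated 92 nM to 58 uM; 665/545 nm ratio normalized to buffer and complex controls.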
FLuc counter – inhibits or activates purified firefly luciferase, miR-21 counter-screen; P08659; purified FLuc, Km substrates, luminescence inhibition; Potency, µM (doses to about 57.5 µM), inactives show at the top dose activity change, negative = inhibition, most hits filed as inhibitors; 6.9% of 360,000 active;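 also: plate controls were vehicle for no effect and reference inhibitor for full effect; nearly all actives have a fitted effect of over 55% in size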
Target sequence (P08659 whole entry, looked up): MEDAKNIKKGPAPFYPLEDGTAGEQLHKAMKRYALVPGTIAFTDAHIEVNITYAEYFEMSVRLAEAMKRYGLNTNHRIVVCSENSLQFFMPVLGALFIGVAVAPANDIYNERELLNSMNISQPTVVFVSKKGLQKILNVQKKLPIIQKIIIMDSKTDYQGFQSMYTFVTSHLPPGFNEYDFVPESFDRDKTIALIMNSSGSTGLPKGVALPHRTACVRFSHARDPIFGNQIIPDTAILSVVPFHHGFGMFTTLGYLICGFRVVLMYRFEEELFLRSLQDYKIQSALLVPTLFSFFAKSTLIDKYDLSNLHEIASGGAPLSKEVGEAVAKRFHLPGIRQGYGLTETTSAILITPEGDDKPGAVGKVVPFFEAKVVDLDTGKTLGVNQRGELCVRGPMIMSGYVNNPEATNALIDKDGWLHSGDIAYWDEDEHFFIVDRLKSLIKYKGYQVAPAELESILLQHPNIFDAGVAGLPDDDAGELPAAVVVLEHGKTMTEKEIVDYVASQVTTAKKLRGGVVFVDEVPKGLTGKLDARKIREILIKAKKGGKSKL
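Biochemical qHTS of compounds, final roughly 60 µM downward over six points, against 10 nM purified firefly luciferase using Km concentrations of substrates (10 uM D-luciferin, 10 uM ATP) in Tris acetate pH 7.5 buffer; luminescence output.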
Rab9 promoter act – Rab9 promoter activation | Huh7 Rab9 promoter-luciferase reporter, luminescence, 24 h | Potency, µM (highest dose often 9.22 µM), inactives show at the top dose activation, negative = inhibition, usual class: activators | 2.8% of 320,000 active | AID 485297; also: % of control where 0% means no effect; nearly all actives have a fitted effect of over 60% in size
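Luciferase signal after 10 min detection reagent at ambient indicates Rab9 promoter upregulation; stably transfected Huh7 cells were treated 24 h with compound in DMSO at 37 °C, 5% CO2.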
* hit, by the source's call; ? = inconclusive; nt = no result given; & = joins results of further samples; [ ] = another dose, or the depositor's remark. Unless noted, calls follow the shape of the dose curve; as a rule, active = well fitted curve in the direction sought with a large enough effect; inconclusive = small, poorly fitted or top-dose-only effect, or another doubt; inactive = no such curve, though single readings can be large; an effect the other way counts as inactive or inconclusive. Potency is read from the fitted curve at half-maximal effect. These rows are one share of the data. The share of hits here may be higher or lower than overall.

Order of results: CXXC DNA block	p53 reactivation	VP16 counter	uPA surface inh	RORgamma inh	ELG1 genotoxic	BRCA1 expr act	NPC1 prom act	MBNL1-CUG inh	FLuc counter	Rab9 promoter act
- Cc1nn(-c2ccccc2)c2[nH]c(=O)c(CNc3ccc4c(c3)OCCO4)cc12
    -17%	33%	-1%	-5%	-4%	9%	-47%	2%	10%	?	-3%
- CC(=O)OCC(=O)Nc1ccc(SC(F)F)cc1
    -3%	10%	17%	1%	13%	0%	15%	-2%	3%	?	5%
- Cc1ccc(S(=O)(=O)N2CCCC(C(=O)NC3=NCCS3)C2)cc1 (configuration not stated)
    28%	-2%	-15%	4%	24%	1%	10%	-3%	-4%	0%	-5%
- CC(C)Oc1ccc(CNCC2(O)CCOC(C)(C)C2)cc1 (configuration not stated)
    0%	-3%	-3%	-2%	?	2%	3%	-4%	1%	-1%	-2%
- CCN(c1cccc(C)c1)S(=O)(=O)c1c(C)[nH]c(C)c1C(=O)N1CCCCC1
    -3%	-2%	2%	8%	2%	0%[9.26 µM]	0%	4%	-7%	-20%	5%
- O=S(=O)(O/N=C1\CCCc2ccccc21)c1ccc(Cl)cc1
    7%	-9%	-2%	-4%	-7%	0%	-48%	13%	-7%	-2%	1%
- O=C(O)c1nn(-c2ccccc2)c(-c2ccccc2)c1C(=O)c1ccccc1
    -3%	0%	-7%	-13%	4%	0%	-26%	-5%	nt	-1%	-7%
- COc1ccc(Cn2ccnc2SCC(=O)Nc2nnc(C)s2)cc1
    ?	-11%	-13%	-1%	9%	1%	-5%	-7%	-5%	0%&-8%	2%
- COc1c(F)c(F)c(C(=O)O)c(Nc2ccccc2C)c1F
    -2%	14%	-4%	nt	3%	3%	0%	-5%	-22%	-14%	8%
- O=C(CSc1nc(=O)n(CCCN2CCOCC2)c2c1CCC2)Nc1cccc(F)c1
    nt	-1%	nt	1%	nt	0%	-10%	-1%	nt	3%	-2%
- CCCc1nc2oc3c(OCC)ncnc3c2c2c1COC(C)(C)C2
    3%	-2%	1%	-2%	3%	-2%	-22%	-2%	-3%	2%	-3%
- COC(=O)c1ccc(OC)c(Cn2c(=O)n(C)c(=O)c3sccc32)c1
    -2%	29%	3%	?	18%	?	-29%	-1%	-3%	0%	-1%
- O=C(NC1CCCCC1)OCCN1CCN(Cc2ccccc2)CCC1=O
    2%	-1%	-1%	nt	1%	8%	nt	-1%	?	-1%	-4%
- CN(CC(=O)NC1CCCCC1)S(=O)(=O)c1ccc(Br)s1
    -4%	nt	-14%	-3%	?	nt	-9%	nt	9%	0%	nt
- Cc1noc(C)c1CSc1ncnc2ccccc12
    -1%	-4%	4%	-7%	-25%	12%	-37%	-1%	4%	-1%	10%
- CC(=O)c1cccc(S(=O)(=O)N2CCN(CCOc3ccccc3)CC2)c1
    nt	1%	nt	-10%	nt	-5%	5%	1%	nt	nt	4%
- Cc1ccc(NC(=O)c2c(NC(=O)CCC(=O)O)sc3c2CCCCC3)cc1
    -16%	8%	7%	-1%	-29%	13%	12%	0%	15%	?	-6%
- CCOC(=O)c1ccccc1NC(=O)COC(=O)CN1C(=O)C2CC=CCC2C1=O (configuration not stated)
    1%	-7%	-11%	-3%	8%	-2%	-13%	2%	-4%	5%	8%
- COc1ccc(CC(=O)NCCC(C)C)cc1S(=O)(=O)N1CCOCC1
    9%	3%	-2%	-2%	-5%	0%	-15%	-4%	-5%	-2%	0%
- C/C(N)=C(/C#N)C(=O)COC(=O)c1cccc2ccccc12
    -4%	2%	?	15%	19%	19%	86%	5%	?	?	14%
- O=C(COc1ccccc1)NNc1nc2c(F)cc(F)cc2s1
    8%	-3%	0%	13%	13µM*	-2%	-11%	-2%	0%	-10%	9%
- O=S(=O)(c1ccc(Cl)cc1)N1CCCc2ccccc21
    2%	nt	-2%	-5%	-34%[1.91 µM]	-4%	-25%	-4%	1%	-1%	4%
- CCC(C(=O)NC1CCCC1)N(Cc1ccc2c(c1)OCO2)C(=O)c1snc(C(N)=O)c1N (configuration not stated)
    1%	5%	-1%	11%	25%	-6%	-21%	-3%	15%	0%	0%
- Cc1ccc(NC(=O)CSc2nnc(CSc3nc(C)cc(C)n3)n2Cc2ccco2)c(C)c1
    6%	-7%	nt	3%	8%[0.365 µM]	-11%	-38%	-6%	2%	-1%	-1%
- CC1=C(C(=O)N2CCCCC2)C(c2cccs2)C2=C(CCCC2=O)N1 (configuration not stated)
    2%	-4%	-6%	-1%	-36%	1%	-23%	-2%	4%	-1%	-6%
- O=C(CNc1ccc2ccccc2c1)NNC1=NCCC1
    -3%	-3%	4µM*	1%	2.8µM*	3%	4%	-5%	6%	3%	0%
- COc1ccc(NS(=O)(=O)c2cccs2)cc1S(=O)(=O)N1CCCCC1
    nt	-5%	nt	6%	nt	-5%	-19%	2%	nt	-1%	0%
- CCCCCCCNC(=O)C1(CC2CC(c3ccc(Cl)cc3)=NO2)CCNCC1 (configuration not stated)
    26%	0%	?	-6%	?	-17%	-83%	-2%	0%	3%	3%
- OC1CCN(C(c2ccc3ncccc3c2)c2nnnn2C2CCCCC2)CC1 (configuration not stated)
    -5%	-2%	1%	4%	-12%[10 µM]	1%	2%	1%	4%	0%	3%
- CCCCCN(C(=O)NC(=O)NC(C)CC)S(C)(=O)=O (configuration not stated)
    -7%	3%	-8%	11%	2%	1%	14%	-1%	-6%	-3%	0%
- O=c1cnn(-c2ccc(Cl)cc2Cl)c(-c2ccccc2)c1
    -10%	6%	-5%	-3%	14%	-13%	-32%	0%	18%	-14%	-2%
- CCOc1cc(C(=O)N(C)CC(=O)Nc2cccc(F)c2)ccc1OCC(=O)N1CCOCC1
    nt	9%	nt	0%	nt	0%	1%	-3%	nt	1%	1%
- O=C(CNCc1ccccc1)Nc1cccc(Cl)c1Cl
    6%	-1%	6%	-6%	5%	1%	0%	1%	-4%	-3%	-2%
- CO/N=C/C(c1ncc(C(F)(F)F)cc1Cl)S(=O)(=O)c1ccccc1 (configuration not stated)
    ?	13%	2%	1%	0%	1%	35%	-2%	-3%	-2%	0%
- OCCN(Cc1ccccc1)Cc1cccc(F)c1
    -5%	-2%	-3%	nt	-15%	0%	5%	1%	8%	-3%	-5%
- CC1=C(C(=O)NC2CCCc3c2cnn3-c2ccc(F)cc2F)OCCO1 (configuration not stated)
    -6%	1%	?	-18%	19%	0%	-14%	-17%	-11%	-1%	-33%[inhibitor]
- CCCCP(=O)(CCCC)Cc1ccccc1O
    -5%	5%	-9%	8%	-39%	-11%	-21%	-2%	-3%	1%	-3%
- COc1ccc(-c2noc(CN(C(=O)C(C)(C)C)C(C)C)n2)cc1
    -14%	2%	4%	-1%	-29%	15µM*	93%	18%	-7%	?	26%
- Cc1cc(C)c2nc(N3CCN(C(=O)c4ccco4)CC3)sc2c1
    nt	23%	nt	0%	nt	5%	13µM*	27%	nt	17µM*	?
- COC(=O)CCC(=O)N1CN2CN(C(=O)CCC(=O)OC)CC([N+](=O)[O-])(C2)C1
    5%	4%	?	5%	-1%	-3%	1%	3%	-10%	-1%	-2%
- COc1cc(NC(=O)Cn2c(=O)n(-c3cccc(C)c3)c(=O)c3c(C)c(C)sc32)cc(OC)c1
    21%	-4%	-21%	11%	-7%	-4%	-21%	-2%	-16%	2%	2%

Complete entries, quoted from the list. Values in the order: CXXC DNA block | p53 reactivation | VP16 counter | uPA surface inh | RORgamma inh | ELG1 genotoxic | BRCA1 expr act | NPC1 prom act | MBNL1-CUG inh | FLuc counter | Rab9 promoter act
O=C(CNCc1ccccc1)Nc1cccc(Cl)c1Cl is listed as 6% | -1% | 6% | -6% | 5% | 1% | 0% | 1% | -4% | -3% | -2%
CCOc1cc(C(=O)N(C)CC(=O)Nc2cccc(F)c2)ccc1OCC(=O)N1CCOCC1 is listed as nt | 9% | nt | 0% | nt | 0% | 1% | -3% | nt | 1% | 1%
COc1ccc(-c2noc(CN(C(=O)C(C)(C)C)C(C)C)n2)cc1 is listed as -14% | 2% | 4% | -1% | -29% | 15µM* | 93% | 18% | -7% | ? | 26%
